Assay outcomes deposited in PubChem by National Center for Advancing Translational Sciences (NCATS).
GLS inh = glutaminase GLS (human) inhibition; Potency, µM (titrated, usually from 45.5 µM), for inactives: top-dose activity change, negative = inhibition, most hits filed as inhibitors; hit rate 0.21% among 410,000; AID 624170; GLS enzymatic activity, qHTS titration; further: potency means the concentration at half of the fitted maximal effect; on the % scale 0 is the no-effect control and ±100 the full control effect
Target sequence (O94925 whole entry, looked up): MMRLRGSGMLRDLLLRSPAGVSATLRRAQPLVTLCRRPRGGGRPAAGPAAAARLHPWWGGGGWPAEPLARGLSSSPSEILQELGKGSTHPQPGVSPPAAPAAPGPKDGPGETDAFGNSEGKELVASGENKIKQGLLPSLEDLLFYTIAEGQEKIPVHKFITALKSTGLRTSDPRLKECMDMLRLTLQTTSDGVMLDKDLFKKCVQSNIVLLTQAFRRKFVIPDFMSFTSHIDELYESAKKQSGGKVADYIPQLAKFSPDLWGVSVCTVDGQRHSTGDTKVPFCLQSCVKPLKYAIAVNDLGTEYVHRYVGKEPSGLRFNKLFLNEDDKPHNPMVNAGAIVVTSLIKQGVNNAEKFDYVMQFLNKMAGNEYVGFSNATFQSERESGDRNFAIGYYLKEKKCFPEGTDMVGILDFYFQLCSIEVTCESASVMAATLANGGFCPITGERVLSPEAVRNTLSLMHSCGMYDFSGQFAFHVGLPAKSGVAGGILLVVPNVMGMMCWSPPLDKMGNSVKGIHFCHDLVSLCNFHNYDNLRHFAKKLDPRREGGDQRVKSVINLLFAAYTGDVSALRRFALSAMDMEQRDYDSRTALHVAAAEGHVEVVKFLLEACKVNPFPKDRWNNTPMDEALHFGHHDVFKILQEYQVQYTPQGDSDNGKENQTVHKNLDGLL
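Human kidney-isoform GLS in 45 mM KH2PO4 pH 8.2, 0.02% Tween-20, with compound, started with 1mM L-Glutamine (added stock). Glutamate oxidase/HRP/Amplex red coupled fluorescence read at start and after 30 min at RT.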
HP1b binding inh = blocks HP1-beta chromodomain binding to methylated histone tails. AlphaScreen HP1-beta / biotin-H3K9me3 peptide binding. Potency, µM (doses to about 114 µM), for inactives: at the highest dose activity change, negative = inhibition, most hits filed as inhibitors. hit rate 0.56% among 390,000. P83916; further: potency means the concentration at half of the fitted maximal effect; nearly all actives have a fitted effect of over 70% in size; inactives centre near 23
Target sequence (P83916 whole entry, looked up): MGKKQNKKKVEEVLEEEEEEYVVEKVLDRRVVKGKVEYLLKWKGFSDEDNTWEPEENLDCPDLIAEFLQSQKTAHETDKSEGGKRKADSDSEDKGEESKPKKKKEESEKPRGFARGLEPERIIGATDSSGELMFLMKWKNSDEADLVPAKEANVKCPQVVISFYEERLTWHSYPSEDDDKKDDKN
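HP1-beta protein (50 nM final) preincubated 30 min at room temperature with biotinylated H3(1-18)K9me3 peptide (50 nM) in PBS pH 7.4, 0.01% Tween-20, then compound added for 30 min. AlphaScreen streptavidin donor/nickel chelate acceptor beads (10 ug/mL final), 30 min dark, luminescence read.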
mIDH1 inhibitor = human IDH1 R132H inhibition; O75874; Potency, µM (series often up to 76.6 µM), for the others: top-dose activity change, negative = inhibition, most hits filed as inhibitors; IDH1-R132H enzyme, NADPH consumption, diaphorase/resazurin fluorescence; hit rate 0.093% among 390,000; further: potency means the concentration at half of the fitted maximal effect; on the % scale 0 is the no-effect control and ±100 the full control effect; nearly all actives have a fitted effect of over 65% in size
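IDH1-R132H (0.5 ug/mL) preincubated 30 min with compound, then NADPH (0.016 mM) and alpha-KG (2 mM) added; 80 min at RT, pH 7.5. Remaining NADPH coupled via diaphorase/resazurin to fluorescence (540/590 nm); concentration-response curves normalized to no-enzyme control.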
PI4K2A block = PI4K2A (human) kinase inhibition; activity change, negative = inhibition, % at 76.9 µM; purified PI4K2A, ADP-Glo luminescence, 1 h; hits give low values; hit rate 0.13% among 420,000; in the data active means activity change below about -50%; inconclusive means mostly about -30% to -49%;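 further: -100% = wells without enzyme as full effect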
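PI4K2A activity was measured by ADP-Glo luminescence: enzyme (4 ug/mL stock) and phosphatidylinositol (1.2 mM stock) in Tris pH 7.5/MgCl2/EGTA/Triton X-100 buffer were reacted with ATP (300 microM stock) for one hour at ambient temperature.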
TrxR1 inh = blocks rat thioredoxin reductase 1. O89049. recombinant rTrxR1, NADPH fluorescence consumption, selenite substrate. Potency, µM (top dose mostly 114 µM), without a hit: at the top dose activity change, negative = inhibition, hits mostly inhibitors. hit rate 1% among 390,000; further: potency means the concentration at half of the fitted maximal effect; on the % scale 0 is the no-effect control and ±100 the full control effect; nearly all actives have a fitted effect of over 65% in size
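Rat TrxR1 (90 nM in the dispensed reagent) was pre-reduced with 400 uM NADPH for 5 min at room temperature, then incubated with compound for 15 min. After 400 uM selenite was added, NADPH fluorescence (Ex 340/Em 450 nm) was followed for 8 min.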
Pin1 inh = blocks the human prolyl isomerase Pin1; Pin1 FP peptide displacement, HiFluor488, 10 min; Q13526; Potency, µM (highest dose often 115 µM), for the others: at the top dose activity, negative = inhibition, actives largely listed as inhibitors; hit rate 0.009% among 390,000; active means well fitted inhibition curve with a large enough effect in the polarisation, with a control signal flat, not every such curve was filed as active; inconclusive means small, poorly fitted or top-dose-only effect, or effect the other way, or a change in a side signal; inactive means no such curve, though single readings can be large or run the other way; the % refers to the polarisation; further: potency means the concentration at half of the fitted maximal effect; on the % scale 0 is the no-effect control and ±100 the full control effect
Target sequence (Q13526 whole entry, looked up): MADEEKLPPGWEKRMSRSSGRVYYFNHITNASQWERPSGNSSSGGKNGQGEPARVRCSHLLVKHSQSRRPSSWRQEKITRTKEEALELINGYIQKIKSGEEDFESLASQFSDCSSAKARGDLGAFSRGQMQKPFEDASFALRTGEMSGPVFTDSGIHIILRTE
TrxR1 substrate = rat thioredoxin reductase 1 substrate activity | O89049 | purified TrxR1 substrate turnover, NADPH consumption readout | hit rate 0.01% among 390,000 | Potency, µM (highest dose often 114 µM), for the others: at the highest dose activity change, negative = substrate turnover | AID 588456; further: potency means the concentration at half of the fitted maximal effect; on the % scale 0 is the no-effect control and ±100 the full control effect; nearly all actives have a fitted effect of over 50% in size
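Rat TrxR1, dispensed at 90 nM, was prereduced with 400 uM NADPH (final) for 5 min at ~22 deg C, then incubated with compound 15 min before 400 uM selenite. A first-read NADPH fluorescence drop versus no-compound background flagged substrates.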
Tb PGK inh = inhibitors of T. brucei phosphoglycerate kinase | P07378 | PGK/GAPDH coupled, Kinase-Glo luminescence, 60 min | Potency, µM (doses to about 57.5 µM), for the others: top-dose activity change, negative = inhibition, most hits filed as inhibitors | hit rate 0.043% among 380,000; further: potency means the concentration at half of the fitted maximal effect; on the % scale 0 is the no-effect control and ±100 the full control effect; nearly all actives have a fitted effect of over 60% in size
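Recombinant glycosomal PGK reaction used 1,3-bisphosphoglycerate generated in-well by GAPDH (100nM final) in 100mM TEA pH 7.6, 5mM MgCl2, 0.01% Tween-20. After 60 minutes at room temperature, ATP was read by Kinase-Glo Plus luminescence end-point.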
USP1-UAF1 inh = USP1/UAF1 (human) deubiquitinase inhibition | recombinant USP1/UAF1, Ub-Rhodamine cleavage fluorescence | Potency, µM (titrated, usually from 57.1 µM), for the others: top-dose activity change, negative = inhibition, most hits filed as inhibitors | hit rate 0.23% among 390,000 | AID 743255; further: potency means the concentration at half of the fitted maximal effect; on the % scale 0 is the no-effect control and ±100 the full control effect; nearly all actives have a fitted effect of over 60% in size; inactives centre near -12
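USP1/UAF1 complex at 1 nM was preincubated with compound for 15 min at room temperature, then Ub-Rho substrate (150nM final) was added. Fluorescence (480/540 nm) was read kinetically, 6 reads every 60 seconds.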
* marks the source's active call; other numbers are inactive results; i = inactive; u = inconclusive; x = not tested or not shown; [ ] = another dose, or the depositor's remark. Unless noted, the call rests on the fitted dose curve; in most records, active means well fitted curve in the direction sought with a large enough effect; inconclusive means small, poorly fitted or top-dose-only effect, or another doubt; inactive means no such curve, though single readings can be large; an effect the other way counts as inactive or inconclusive.

SMILES | GLS inh | HP1b binding inh | mIDH1 inhibitor | PI4K2A block | TrxR1 inh | Pin1 inh | TrxR1 substrate | Tb PGK inh | USP1-UAF1 inh
Cc1cc(C)c(S(=O)(=O)NCc2ccc3c(c2)CCN3C(=O)c2ccccc2)c(C)c1 | 5.4% | 37.3%[activator][57 µM] | 5.7% | -2.7 | 11.5%[57.1 µM] | 16.5% | 2.3%[57.1 µM] | -9.3% | -11.5%
Cc1ccc(S(=O)(=O)N(C)c2ccc(C(=O)Nc3ccc(C)cn3)cc2)cc1 | -5.0% | -10.7% | 18.2% | -3.0 | 10.9%[57.1 µM] | u | -1.4%[57.1 µM] | -0.2% | -2.8%
CN(C)c1ccc(N=Nc2cccc3ccoc23)cc1 | 7.2% | 17.8µM* | -7.1% | -3.3 | 15.5%[2.29 µM] | 12.9% | -2.3%[57.1 µM] | -0.1% | -23.8%
O=C(CN1CCN(Cc2cccc(Cl)c2)C1=O)NCc1ccccn1 | -1.1% | 14.6% | -4.3% | -4.9 | 8.0% | -2.1% | -2.1% | -9.1% | -5.7%
C[C@@H]1CN([C@@H](C)CO)C(=O)c2cc(NC(=O)C3CCCCC3)ccc2O[C@@H](C)CCCCO[C@@H]1CN(C)Cc1ccncc1 | 7.2% | x | -4.7% | 0.3 | x | x | x | 5.2% | -30.3%
CN(Cc1ccc(F)cc1)C(=O)c1cccc(OCc2ccccc2)c1 | -2.3% | 157.4%[activator] | 5.4% | 8.0 | 10.2%[57.1 µM] | -2.5% | -0.7%[57.1 µM] | -7.7% | -8.4%
Cc1ccc(N(C(C)C(=O)Nc2cccc(N(C)S(C)(=O)=O)c2)S(C)(=O)=O)cc1 (centres undefined) | -5.3% | 15.8% | 26.0% | 1.6 | 11.6%[57.1 µM] | -0.9% | 0.6%[57.1 µM] | -7.8% | -25.4%
COc1cccc2c(=O)n(CC(=O)N3CCCCCC3)ccc12 | -7.3% | 32.7%[activator] | 7.0% | 7.0 | 4.3%[57.1 µM] | -3.4% | -0.5%[57.1 µM] | i | -5.8%
COCC1CCN(C(=O)c2cc(COc3ccc4ncccc4c3)on2)CC1 | 3.6% | 0.5% | -3.3% | 0.1 | 17.6%[57.1 µM] | -5.1% | -2.2%[57.1 µM] | -1.7% | -9.1%
O=C(CCNS(=O)(=O)c1cccc2nonc12)Nc1ccc(F)cc1 | 6.1% | 46.9%[activator] | 4.2% | -1.1 | -5.3% | -2.7% | 11.1%[2.29 µM] | 0.9% | -23.7%
COc1cc(C(=S)N2CCCC2)cc(OC)c1O | 2.1% | -25.2% | 2.8% | 3.6 | 6.2% | 1.1% | 2.5% | -1.4% | -12.3%
COC(=O)c1ccc(CN2CCN(Cc3ccc(C(=O)OC)o3)CC2)o1 | 0.5% | 19.1% | -5.6% | 4.8 | -15.1% | -2.2% | -6.9% | 0.2% | 2.8%
O=C(Nc1csnn1)OCc1ccccc1 | 0.4% | 17.7% | 2.6% | 1.3 | -7.9% | -10.4% | -0.7% | -0.5% | -7.0%
CCOC(=O)c1c(/N=C/c2cc(OC)cc([N+](=O)[O-])c2O)sc(C)c1C | 43.1%[activator] | u | 3.8% | -4.7 | -11.1% | -0.1% | -13.8% | -13.5% | -25.0%
CCN(c1ccccc1)S(=O)(=O)c1ccc(NN)nc1 | 8.9% | 36.1% | -8.0% | -5.9 | 16.4% | -1.2% | 0.0% | 0.0% | -5.6%
CC1(C)CC(=O)C2=C(C1)OC1=C(C(=O)CC(C)(C)C1)C2c1ccccc1 | -1.2% | 22.5% | 3.8% | 11.7 | 16.2%[57.1 µM] | -2.7% | 0.4%[57.1 µM] | i | -0.9%
O=C(CSCc1ccc(Cl)cc1)N/N=C/c1ccc(OCC(=O)Nc2ccccc2)cc1 | -7.7% | 47.3%[activator] | 0.8% | 5.6 | 6.1% | 20.6% | -0.6% | i | -20.2%
COc1ccc2cc(CN(CCc3ccccc3)Cc3nnnn3Cc3ccco3)c(=O)[nH]c2c1 | 15.6% | -13.4% | -0.2% | -10.7 | u | 16.1% | 9.8% | 7.3% | -2.7%
COc1ccc(/C=N/NC(=O)Cn2cnc3ccccc3c2=O)cc1OC | 62.5%[activator] | 39.0%[activator] | 2.4% | 3.9 | -3.5%[57.1 µM] | -0.8% | -2.4%[57.1 µM] | 6.9% | -11.6%
Cc1[nH]c2ccccc2c1C(=O)C(=O)NC1CC(=O)N(c2ccccc2)C1 (centres undefined) | 6.2% | 33.2% | 9.1% | 0.1 | 5.9%[57.1 µM] | -2.5% | 0.8%[57.1 µM] | -4.0% | -16.2%
COC(=O)c1c(NC(=O)C2COc3ccccc3O2)sc2c1CCN(C(=O)OC)C2 (centres undefined) | 0.9% | x | 7.8% | 4.6 | x | x | x | -5.6% | -15.7%
CCN(CC)S(=O)(=O)c1ccc(N2CCCC2)c(NC(=O)C2=NN(c3ccccc3)C(=O)CC2)c1 | 23.7% | 11.9% | 13.9% | -0.5 | 6.0% | 0.7% | -3.8% | i | -16.8%
CC(=O)Nc1ccc(S(=O)(=O)N2CCC(C(=O)O)CC2)cc1 | -0.6% | 23.4% | 0.5% | 5.3 | 31.1% | 1.8% | 3.5% | -4.7% | -21.9%
Cc1ccc(S(=O)(=O)Nc2ccccc2/C=N/c2nc3ccccc3n2C)cc1 | u | 29.4% | 9.7% | -6.1 | 7.1%[57.1 µM] | 54.5%[activator] | -1.7%[57.1 µM] | -0.9% | -15.1%
CCOC(=O)N/N=C\c1cccc(OC)c1 | -10.3% | 40.3% | 4.5% | 0.3 | 27.8%[57.1 µM] | 8.5% | 11.9% | -5.1% | 3.3%
CC(C)NC(=O)CCCc1ccccc1 | -3.3% | 20.0% | 3.8% | -1.2 | 14.5% | 0.1% | 3.0% | -10.0% | 6.7%
CCOc1ccc(CCNC(=O)CCCc2nnc3n(CC)c(=O)c4sccc4n23)cc1OCC | -0.2% | 36.0%[activator] | x | -0.9 | 6.1% | u | 8.4%[2.29 µM] | x | -6.5%
CCCCN(CC)CCCNC(=O)Nc1sc2nc3n(c(=O)c2c1C)CCC(C)CC3 (centres undefined) | 41.4%[activator] | 29.6% | 13.9% | -3.4 | 13.6% | 3.0% | 1.6% | i | -26.9%
NNc1ccc([N+](=O)[O-])c2[nH][nH]c(=O)c12 | 7.94µM* | x | 1.2% | -16.9 | x | x | x | u | -8.6%
Cc1cc(C(=O)Nc2cc(C)on2)on1 | -0.6% | 25.6% | 3.0% | -2.3 | 2.8%[57.1 µM] | 5.5% | 6.4%[57.1 µM] | i | -13.3%
c1ccc(CCNc2nc(-c3ccncc3)nc3ccccc23)cc1 | -1.0% | 50.0%[activator] | 5.2% | 1.9 | 53.0% | -1.6% | 37.9% | -9.9% | -13.8%
CCOC(=O)N1CCN(C(=O)c2cn(CC)c3ccc(S(=O)(=O)N4CCC(C)CC4)cc3c2=O)CC1 | 12.5% | 30.3% | 7.2% | -9.9 | 2.9% | -3.2% | -6.5% | i | -8.6%
O=C(CSc1nc(-c2ccco2)cc(C(F)(F)F)n1)NCc1cccs1 | -6.3% | 32.6% | 4.5% | -14.2 | 34.8%[activator] | -0.6% | 23.5% | -14.2% | -12.5%
CC1CCc2c(nc3ncnn3c2N2CCN(c3ccccc3)CC2)C1 (centres undefined) | 13.4% | 17.2% | 4.4% | 8.9 | -9.5% | 1.1% | -1.6% | -7.5% | -11.2%
Cc1cc(C)c(Nc2ncnc(N)n2)c(C)c1 | 3.8% | 15.1% | 22.1% | -0.8 | -2.4%[57.1 µM] | 3.1% | -5.4%[57.1 µM] | 1.1% | 7.7%
CN1CCN(S(=O)(=O)c2cnccc2N2CCN(c3cccc(Cl)c3)CC2)CC1 | 10.8% | 0.0% | 0.3% | 2.5 | -6.7% | 2.7% | -0.8% | -0.5% | -21.7%
CC(NC(=O)c1ccc(N2CCCC2=O)cc1)c1ccccc1 (centres undefined) | -3.8% | 39.3%[activator] | 1.1% | 1.8 | 9.9% | -0.7% | 1.0%[57.1 µM] | -0.1% | -11.0%
CN(C)c1ccnc(Oc2ccc(Cl)cc2)c1C#N | 1.2% | -12.4% | 2.4% | -4.9 | -41.5%[57.1 µM] | 4.2% | 10.2%[57.1 µM] | x | -1.1%

Ordered by molar mass (ascending): part of the list above.
SMILES | GLS inh | HP1b binding inh | mIDH1 inhibitor | PI4K2A block | TrxR1 inh | Pin1 inh | TrxR1 substrate | Tb PGK inh | USP1-UAF1 inh
Cc1cc(C(=O)Nc2cc(C)on2)on1 | -0.6% | 25.6% | 3.0% | -2.3 | 2.8%[57.1 µM] | 5.5% | 6.4%[57.1 µM] | i | -13.3%
CC(NC(=O)c1ccc(N2CCCC2=O)cc1)c1ccccc1 (centres undefined) | -3.8% | 39.3%[activator] | 1.1% | 1.8 | 9.9% | -0.7% | 1.0%[57.1 µM] | -0.1% | -11.0%
CCN(CC)S(=O)(=O)c1ccc(N2CCCC2)c(NC(=O)C2=NN(c3ccccc3)C(=O)CC2)c1 | 23.7% | 11.9% | 13.9% | -0.5 | 6.0% | 0.7% | -3.8% | i | -16.8%

Not all compounds are listed (hit frequency here may not be typical).
